# FBPA Giardia inh – inhibitors of Giardia lamblia fructose-1,6-bisphosphate aldolase; Potency, µM (top dose mostly 59.6 µM), for the others: top-dose activity, negative = inhibition, most hits filed as inhibitors; hit rate 0.71% among 290,000; purified Giardia FBPA; A8B2U2; further: potency means the concentration at half of the fitted maximal effect; nearly all actives have a fitted effect of over 55% in size
# Target sequence (A8B2U2 whole entry, looked up): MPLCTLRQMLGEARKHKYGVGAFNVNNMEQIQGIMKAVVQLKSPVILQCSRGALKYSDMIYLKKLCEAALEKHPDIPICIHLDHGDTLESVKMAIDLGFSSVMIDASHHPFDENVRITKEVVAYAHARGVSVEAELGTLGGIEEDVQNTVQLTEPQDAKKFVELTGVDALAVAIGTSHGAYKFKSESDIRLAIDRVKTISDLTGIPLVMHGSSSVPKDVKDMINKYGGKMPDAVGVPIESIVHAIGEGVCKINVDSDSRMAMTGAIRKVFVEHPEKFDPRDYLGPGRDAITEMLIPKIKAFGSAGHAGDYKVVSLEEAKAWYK
#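 Giardia FBPA (40 nM reagent) was preincubated 10 min at RT with compound (up to 57.5 uM final), then substrate plus GAPDH/TPI/NAD/arsenate coupling system with diaphorase/resazurin was added; resorufin fluorescence (525/598 nm) was read after 20 min.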
# AmpC no deterg – inhibitors of E. coli AmpC beta-lactamase without detergent; P00811; AmpC nitrocefin hydrolysis, absorbance 480 nm, 0.0001% Triton; Potency, µM (series often up to 57.1 µM), for inactives: top-dose activity change, negative = inhibition, most hits filed as inhibitors; hit rate 0.52% among 330,000;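 further: potency means the concentration at half of the fitted maximal effect; plate controls were no compound for no effect and no enzyme for full effect; nearly all actives have a fitted effect of over 20% in size; some results filed as inactive show a strong effect at the top dose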
# Target sequence (P00811 whole entry, looked up): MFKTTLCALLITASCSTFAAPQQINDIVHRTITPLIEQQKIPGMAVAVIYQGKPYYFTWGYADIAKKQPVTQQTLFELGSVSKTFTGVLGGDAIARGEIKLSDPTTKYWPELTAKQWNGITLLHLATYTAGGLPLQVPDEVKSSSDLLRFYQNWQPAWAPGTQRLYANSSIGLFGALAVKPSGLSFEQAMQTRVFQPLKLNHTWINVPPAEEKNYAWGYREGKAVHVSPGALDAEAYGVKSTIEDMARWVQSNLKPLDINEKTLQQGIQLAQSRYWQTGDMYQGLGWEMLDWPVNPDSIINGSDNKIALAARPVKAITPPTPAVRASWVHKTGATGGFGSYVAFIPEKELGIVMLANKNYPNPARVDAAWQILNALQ
#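 AmpC (5.3 nM in the dispensed reagent) in 20 mM phosphate pH 7.0 with 0.01% (detergent screen) or 0.0001% Triton X-100 was preincubated with compounds for 15 min at room temperature. Nitrocefin was then added from an 800 uM solution, and hydrolysis was followed at 480 nm.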
# AMA1 RON2 block – inhibitors of Plasmodium falciparum AMA1-RON2 interaction; AlphaScreen AMA1-biotinylated RON2 peptide binding; Potency, µM (highest dose often 58.2 µM), inactives show top-dose activity change, negative = inhibition, actives largely listed as inhibitors; hit rate 0.2% among 360,000;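 further: potency means the concentration at half of the fitted maximal effect; 0% = vehicle wells and -100% = peptide control; nearly all actives have a fitted effect of over 45% in size; some results filed as inactive show a strong effect at the top dose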
#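 AMA1 (3D7) with his tag at 25 nM final met compounds first, then biotinylated RON2 peptide at 25 nM; detection used donor plus acceptor beads, 10 µg/mL apiece, read by AlphaScreen after 30 min at room temperature.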
# HCMV antiviral – human cytomegalovirus inhibition; HFF cells, HCMV-luciferase reporter, 72 h; hits give low values; activity change, negative = inhibition, % at 57.5 µM; hit rate 4.5% among 410,000; AID 1259415; in the data active means activity change below about -60%; inconclusive means no clear call, values can overlap the other calls; inactive means above about -39%
#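 Two-dose cell screen: HFF monolayers treated with compounds and infected with luciferase-expressing HCMV at 1 PFU/cell, 72 h at 37C, then lysed for luciferase measurement.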
# Sm TGR inh – blocks Schistosoma mansoni thioredoxin glutathione reductase; hit rate 3% among 360,000; Q962Y6; Potency, µM (series often up to 114 µM), without a hit: at the top dose activity change, negative = inhibition, most hits filed as inhibitors; purified TGR, DTNB reduction, TNB absorbance 405 nm; further: potency means the concentration at half of the fitted maximal effect; nearly all actives have a fitted effect of over 60% in size
#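 First, TGR (20 nM dispensed) and NADPH were mixed with compound. Second, a 15 min room-temperature incubation followed. Third, further NADPH and then DTNB were added to start the reaction. Finally, TNB absorbance was monitored kinetically.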
# AmpC inh detg – AmpC beta-lactamase inhibition with detergent present | Potency, µM (titrated, usually from 114 µM), for the others: top-dose activity change, negative = inhibition, hits mostly inhibitors | P00811 | AmpC hydrolysis of nitrocefin, absorbance 480 nm, 0.01% Triton | AID 485294 | hit rate 0.041% among 370,000;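 further: potency means the concentration at half of the fitted maximal effect; 0% = no-compound wells and -100% = no-enzyme wells; nearly all actives have a fitted effect of over 25% in size; some results filed as inactive show a strong effect at the top dose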
#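 20 mM phosphate pH 7.0 + 0.01% (detergent screen) or 0.0001% Triton X-100; 5.3 nM AmpC reagent; cpd preinc 15 min RT; nitrocefin (800 uM stock) to start; A480 q20 s × 4 min; Activity was normalised to no-enzyme and no-compound control wells.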
# * marks the source's active call; other numbers are inactive results; ? = inconclusive; nt = no result given; & = joins results of further samples; [ ] = another dose, or the depositor's remark. Unless noted, the call rests on the fitted dose curve; in most records, active means well fitted curve in the direction sought with a large enough effect; inconclusive means small, poorly fitted or top-dose-only effect, or another doubt; inactive means no such curve, though single readings can be large; an effect the other way counts as inactive or inconclusive. Unless noted, on the % scale 0 is the no-effect control and ±100 the full control effect. The order is random; any-hit rate near 7.8%.
SMILES,FBPA Giardia inh,AmpC no deterg,AMA1 RON2 block,HCMV antiviral,Sm TGR inh,AmpC inh detg
CS(=O)(=O)N1CCN(c2ccccc2NC(=O)CSc2ccc(Cl)cc2)CC1,-3.2%,0.5%,-6.7%,-11.5,-4.4%,-3.5%
CC1CCCN(C(=O)CN2C(=O)NC3(CCCCC3C)C2=O)C1 (centres undefined),nt,51.4%,21.0%,-9.5,-0.7%,?
CN1CCN(C2Cc3ccccc3Sc3ccc(Cl)cc32)CC1 (centres undefined),1.8%,138.3%[activator],-5.1%,-10.9,6.1%,-16.7%
CN(Cc1nc(-c2cccs2)no1)CC(O)c1ccccc1 (centres undefined),4.5%,9.3%,0.2%,3.4,7.7%,-5.2%
COc1ccc2c(C)cc(SCC(=O)NCCN3C(=O)CSC3=O)nc2c1,1.9%,14.9%,13.3%,-4.0,-3.4%,3.4%
Cc1cccc(N(C)C(=O)C2CCC(CNS(=O)(=O)c3cccc4nsnc34)CC2)c1 (centres undefined),nt,nt,nt,2.8,8.0%,20.7%
O=C(COC(=O)CNC(=O)c1ccc(Cl)cc1Cl)NCc1ccco1,nt,-6.9%,14.5%,-4.4,0.8%,-11.4%
Cc1c(NC(=O)CN2C(=O)NC(CCc3ccccc3)C2=O)c(=O)n(-c2ccccc2)n1C (centres undefined),5.4%,1.5%,3.1%,19.6,22.4µM*,?
Cc1nn(C)c(C)c1NS(=O)(=O)c1ccccc1Cl,nt,-12.5%,0.0%,9.7,0.1%,?
CCCCNC(=O)N1CCC(CCC(=O)N(C)Cc2ccccc2)CC1,6.2%,28.3%,14.0%,-9.1,-21.2%,?
Cc1cccc(-c2nn3c(=O)cc(CN4CCN(C(=O)c5ccccc5Br)CC4)nc3s2)c1,nt,nt,nt,14.2,8.8%,9.4%
Cc1ccccc1C(=O)Nc1ccnn1C1CCN(Cc2ccncc2)CC1,nt,0.0%,-1.3%,0.6,-29.3%,0.8%
O=C(NCCc1ccccc1)C(=O)Nc1ccc([N+](=O)[O-])cc1,4.0%,-6.4%,-27.0%,11.1,nt,-8.5%
Cc1ccc(Cl)cc1NC(=O)CCS(=O)(=O)c1cccc2nonc12,-3.3%,-19.7%,-7.8%,-5.2,?,-11.1%
CC(=O)C1=C(O)C=C(c2ccco2)CC1c1ccco1 (centres undefined),-10.1%,22.1%,-18.5%,-28.0,-35.5%,-8.4%
COCCn1c(SCC(=O)N2CCOCC2)nc2c(c1=O)SCC2,nt,-6.9%,1.2%,-1.8,0.7%,-12.7%
CCC(C)Nc1oc(-c2ccc(COc3ccc(Cl)cc3)o2)nc1C#N (centres undefined),nt,nt,nt,-28.6,8.6%,23.1%
Cc1ccc(C(=O)NCC(=O)N2CCN(c3ccccc3)CC2)cc1,-1.5%,-3.9%,-5.3%,39.5,-7.5%,-6.6%
Cc1cc(=O)[nH]c2nnc(SCC(=O)Nc3ccc(OC(F)(F)F)cc3)n12,nt,nt,nt,12.1,4.2%,1.6%
O=C(NC(=S)Nc1ccc(Cc2ccncc2)cc1)c1ccccc1,4.6%,-9.0%,-4.3%[2.32 µM],?,-33.4%,0.6%
Cc1nnc(SCC(=O)c2c(N)n(Cc3ccccc3)c(=O)n(C)c2=O)n1C,4.9%,-2.7%,-5.6%,-33.1,10.0%,-3.2%
C=CCc1ccccc1OCC(CN1CCCCC1)OC(C)=O (centres undefined),-10.9%,3.3%,0.2%,-21.3,?,7.4%
O=S(=O)(c1ccc(F)cc1)N1CCN(C(=S)NCc2ccco2)CC1,1.8%,-21.9%,-14.8%,?,-5.3%,?
Cc1ccc(CN2C(=O)C(=O)N(CC(N)=O)C2=O)cc1,8.4%,-15.1%,18.6%,36.5,4.9%,-1.2%
Cc1cc(C)nc(NC(=S)Nc2ccccc2)n1,-3.2%,-13.0%[2.29 µM],8.1%,9.4,?,1.0%

# Profiles from above:
# Cc1ccc(C(=O)NCC(=O)N2CCN(c3ccccc3)CC2)cc1 is listed with FBPA Giardia inh: -1.5%; AmpC no deterg: -3.9%; AMA1 RON2 block: -5.3%; HCMV antiviral: 39.5; Sm TGR inh: -7.5%; AmpC inh detg: -6.6%
# Cc1c(NC(=O)CN2C(=O)NC(CCc3ccccc3)C2=O)c(=O)n(-c2ccccc2)n1C (centres undefined) is listed with FBPA Giardia inh: 5.4%; AmpC no deterg: 1.5%; AMA1 RON2 block: 3.1%; HCMV antiviral: 19.6; Sm TGR inh: 22.4µM*; AmpC inh detg: ?

# Later entries:
SMILES,FBPA Giardia inh,AmpC no deterg,AMA1 RON2 block,HCMV antiviral,Sm TGR inh,AmpC inh detg
Cc1nn(CC(=O)N(C)Cc2ccccc2)c(=O)c2cccn12,nt,-22.1%,-7.2%,?,5.6%,0.4%
c1ccc(-c2nnc(-c3ccccc3)c(-c3c[nH]c4ccccc34)n2)cc1,-2.0%,-25.6%,8.2%,10.2,4.4%,2.0%
CSc1nc(NCc2ccco2)c2ccccc2n1,-1.4%,-15.1%,14.6%,?,8.3%,?
CC(=O)N1c2ccc(S(=O)(=O)NCCC(=O)NCCc3cccc(C)c3)cc2CC1C (centres undefined),nt,20.0%,-2.4%,0.0,-0.6%,-7.3%
COc1ccccc1C1Nc2ccccc2NC2=C1C(=O)CC(C)(C)C2 (centres undefined),7.1%,4.0%,-10.4%,21.3,6.1%,-2.7%
Fc1ccc(C(NCCc2ccc(Cl)cc2)c2nnc(-c3ccccc3)o2)c(Cl)c1 (centres undefined),nt,nt,nt,10.1,3.1%,-5.1%
Clc1ccc(-c2noc3ncnc(NCCCN4CCN(c5ccccc5)CC4)c23)cc1,nt,nt,nt,?,6.6%,-2.5%
COc1ccccc1Nc1nn2c(=O)c3ccc(C(=O)NC(C)c4ccccc4)cc3nc2s1 (centres undefined),nt,nt,nt,-13.7,7.5%,-3.6%
CCc1ccccc1NC(=S)N1CCC(NC(=O)c2ccc(OC)cc2)CC1,2.1%,-5.6%,4.4%,-24.8,0.0%,1.5%
CN(Cc1ccc(F)cc1)S(=O)(=O)c1nnc(NC(=O)c2ccccc2Br)s1,2.3%,-50.2%,-1.3%,-2.5&20.5,0.3%&5.7%,0.6%&-5.1%
CCC(C)(C)n1nnnc1C(c1cc(OC)c(OC)c(OC)c1)N1CCN(c2ccccc2)CC1 (centres undefined),3.7%,-33.0%,6.0%,-9.9,35.7%,1.1%
CSCCC(=O)N1CCCC(CNC(=O)c2ccc(-c3ccccc3)cc2)C1 (centres undefined),-3.1%,113.0%[activator],-10.2%,-29.8,-1.7%[57.1 µM],-0.5%
CC(C)c1ccc(C2(C)NC(=O)N(CC(=O)NC3CCCC(C)C3C)C2=O)cc1 (centres undefined),nt,42.7%,-0.8%,10.5,-5.5%,-7.7%
COc1ccc(S(=O)(=O)NCc2ccc3c(c2)CCN3C(C)=O)cc1OC,nt,nt,nt,-8.1,2.5%,16.0%
Cc1cc(Nc2ccc(C(C)C)cc2)nc(-n2nc(C)cc2C)n1,nt,nt,nt,-91.5*,-9.8%,0.4%
CC(C)C(=O)Nc1cccc(NC(=S)NC(=O)c2cccs2)c1,nt,-23.2%,-1.6%,61.6,?,?
CC1Cc2cc(/C(O)=C3/C(=O)C(=O)N(CCCN4CCOCC4)C3c3ccc(C(C)C)cc3)ccc2O1 (centres undefined),nt,55.2%,9.0%,3.3,0.5%,3.7%
COc1ccc(CCNC(c2ccc(F)cc2)c2nnc(-c3ccccc3Cl)o2)cc1OC (centres undefined),nt,nt,nt,-9.1,1.3%,11.9%
Cc1c(NC(=O)CSC2=C(C#N)C(c3ccccc3F)CC(=O)N2)c(=O)n(-c2ccccc2)n1C (centres undefined),2.3%,-5.5%,9.2%,-10.6,11.7%,-8.3%
CCN(CC)S(=O)(=O)c1cc(C(=O)O)ccc1Cl,?,-28.4%,0.5%,-9.4,8.8%,-3.7%
O=C(CCn1c(=O)oc2ccccc21)N1CCCCCC1,2.8%,-7.3%,3.3%,-3.7,-12.0%,-3.5%
CCn1ccnc1CN1CCCC(C(=O)c2cc(F)ccc2OC)C1 (centres undefined),7.2%,12.8%,21.5%,-36.9,3.1%,-2.4%
CC(C)c1ccc(C(=O)NCCCNC(=O)c2cnccn2)cc1,-8.3%,48.4%,-2.0%,-23.6,-10.3%,-5.6%
Cc1cc(=O)oc2cc(OC(C)C(=O)O)c(Cl)cc12 (centres undefined),27.2%,-15.9%,-1.9%,-18.9,-2.4%,-1.8%
CCOC(=O)c1c(NC(=O)COC(=O)Cc2n[nH]c(=O)c3ccccc23)sc(C(=O)NC)c1C,nt,-7.4%,16.3%,3.3,nt,nt

# The results go on.
SMILES,FBPA Giardia inh,AmpC no deterg,AMA1 RON2 block,HCMV antiviral,Sm TGR inh,AmpC inh detg
CCN(CCn1cccn1)C(=O)CC1C(=O)NCCN1CCc1ccccc1 (centres undefined),nt,134.7%[activator],8.5%,9.1,?,2.4%
CCN(CC)C(=O)/C(=C/c1cn(S(=O)(=O)N(C)C)c2ccccc12)NC(=O)c1ccc(OC)cc1,3.2%,6.4%,-3.9%,-13.9,8.3%,-0.1%
CCS(=O)(=O)NCCc1csc2nc(-c3ccc(OC)cc3)nn12,nt,nt,nt,-10.8,12.7%,4.1%
COc1ccc(NC(=O)Cn2nnc(-c3ccccc3N)n2)cc1OC,3.1%,-4.4%,-3.8%,-1.2,0.2%,-7.8%
CN(CC(=O)NCc1ccc2c(c1)OCO2)S(=O)(=O)c1ccc(Br)s1,0.0%,-1.7%,-8.7%,-8.4,-6.0%,-14.2%
O=C(c1cc2n(n1)C(C(F)(F)F)CC(c1ccco1)N2)N1CCN(c2ccccn2)CC1 (centres undefined),3.0%,98.9%[activator],-3.2%,-21.5,0.0%,-9.8%
CCCc1nnc(SCC(=O)Nc2cccc(C(F)(F)F)c2)o1,2.1%,0.1%,1.6%,-15.7,-5.7%,-1.2%
Cc1noc(C(=O)N2CCN(c3ccc(F)cc3)CC2)c1Cl,-0.5%,-14.1%,-6.4%,-11.3,-0.9%,-1.7%
FC(F)(F)c1cc(C(F)(F)F)c2ccc(N3CCN(c4ccc(Cl)cc4)CC3)nc2n1,-1.0%,-15.4%,-3.7%,-30.7,13.5%,0.8%
O=C1c2ccccc2C(=O)c2c1cccc2N1CCN(Cc2ccccc2)CC1,0.2%,-5.8%,?,nt,4.4%,-5.6%
Cc1ccc2c(c1)c(-c1ccccc1)nc1nnnn12,4.8%,-16.1%,6.0%,-35.0,-5.1%[57.1 µM],2.4%
O=S(=O)(c1ccc(Cl)cc1)c1cc(O)ccc1O,-9.9%,-39.2%,2.2%,7.8,11.2µM*,-0.6%

# From PubChem BioAssay
